Assay outcomes deposited in PubChem by several laboratories.
Dynein transport = inhibitors of GR-EGFP nuclear translocation, primary screen, dynein cargo transport inhibitor project, imaging, high-content, 3617.4 mouse cells; test concentration mostly 20 µM; stimulated with dexamethasone, 1 µM; active compounds read low; z-score, hits read low; 220,000 tested, 0.47% active;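 active = plate z-score of nuclear minus cytoplasmic receptor signal below a set negative limit, without overly bright fluorescence or cell loss, cut at about -3.5 in these data, passing the limit was not always enough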;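 note: z-score of nuclear minus cytoplasmic ring GR-EGFP intensity difference per well; some compounds called inactive have numbers as strong as hits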
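Buffer or medium: tetracycline-free induction medium containing charcoal-stripped FBS / Reagent: dexamethasone agonist, 1.0 µM final, for 30 min / Technique: automated 10x imaging of fixed Hoechst-stained cells / Times: induction 48 h, compound 1 h, agonist 30 min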
M1AAP inhibition = P. falciparum M1AAP inhibitors, biochemical, fluorogenic H-Leu-NHMec substrate, 1536-well (AID 1445) | Aminopeptidase N (Plasmodium falciparum (isolate 3D7)) | inhibition, % at 30 µM, or IC50 in µM where a hit was titrated | 220,000 tested, 0.42% active | recombinant M1AAP, H-Leu-NHMec fluorogenic kinetic assay; higher % means a stronger effect;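 active = primary inhibition above the hit cutoff, then over 50% inhibition at one or more dose response concentrations, cut at about 23% in these data, passing the limit was not always enough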;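 note: plate controls were DMSO full reaction for no effect and no enzyme background for full effect; strong numbers were not always called active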
WT yeast gro inh = growth inhibition of WT strain, primary screen, mitochondrial fusion inhibitor project, WT and mutant strains, chemical genetic | mitochondrial fusion phenotypic screen | inhibition, % at 10 µM | 190,000 tested, 2.1% active | AID 1362, 2008; in the data active = inhibition above about 58%; tested in S. cerevisiae
MT stabilize HCS = microtubule stabilizers in HeLa cells, primary screen, imaging, high-content imaging | % tubulin-high responders, % at 10 µM | 200,000 tested, 0.83% active | HeLa tubulin immunostaining HCS, 24 h; share of cells brighter than vehicle mean+2SD;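 active = plate Z-score above 3 for both tubulin-high and condensed-nucleus cell shares, with cell loss under 80%, at 10 µM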;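 note: anti alpha tubulin signal scored within the nucleus-defined area of each cell; some results filed as inactive read as strong as hits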
T cell modulator = modulators of CD8 T cell-vesicle binding, primary screen, mouse 2C CD8+ T cells, flow cytometry; 2C CD8+ T cell-vesicle binding; active compounds read low; calls only at 7 µM; 330,000 tested, 0.068% active;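 active = response, share of CD8 T cells binding vesicles, and their 90th percentile fluorescence all below set limits, cut at about 80% in these data, passing the limit was not always enough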
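Incubation: binding step 1.5 h, 37 °C, antibody labelling 20 min, ice; system: murine 2C transgenic CD8+ T lymphocytes; technique: cytometric PE anti-B7-1 and Alexa647 anti-CD8 signals after 1% paraformaldehyde fixation; also added: QL9-charged Drosophila Ld/ICAM-1/B7-1 vesicles; control set: naked versus QL9-loaded vesicles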
bCat nuc transl = modulators of beta-catenin nuclear translocation, primary screen, imaging, HeLa cells, immunofluorescence, high-content; 190,000 tested, 0.3% active; nuclear translocation activity, % at 5 µM;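 active = nuclear translocation activity above 50% at 5 µM, with a well cell count of 50 or more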;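 note: per-cell ratio of nuclear to cytoplasmic median beta-catenin stain intensity; plate controls were DMSO negative control for no effect and GSK-3 inhibitor IX positive control for full effect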
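Technique: fluorescence imaging of beta-catenin antibody stain plus DAPI / Material: human HeLa cell line / Incubation: compound treatment 24 h, 37°C, 5% CO2 / Read-out basis: % activation of per-cell nuclear versus cytoplasmic median beta-catenin signal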
M17LAP inhibition = P. falciparum M17LAP inhibitors, primary screen, biochemical, fluorogenic H-Leu-NHMec substrate, 1536-well (AID 1619). one-dose inhibition, % at 30 µM; IC50 in µM for titrated hits. recombinant M17LAP, H-Leu-NHMec fluorogenic kinetic assay; higher % means a stronger effect. 220,000 tested, 0.38% active;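 active = compound inhibiting the enzyme by more than half at any dose during confirmatory dose-response retesting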;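 note: plate controls were full reaction with DMSO carrier for no effect and no enzyme background for full effect; strong numbers were not always called active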
Yfh1-off respiration = enhancers of respiration in Yfh1-depleted yeast, dose response, Friedreich's ataxia, plus single-dose screen (AID 1465); 220,000 tested, 0.074% active; S. cerevisiae Yfh1-off respiration, WST-1 reduction, 72 h; higher fold induction means a stronger effect; one-dose fold induction at 50 µM; EC50 in µM for titrated hits;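 active = fold induction of absorbance versus untreated yeast above a set limit, then at least 30% activation at any dose in follow-up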;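 note: activators that raise dye reduction in frataxin-depleted yeast; strong numbers were not always called active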
Autophagy HCS = autophagy modulators in MEF cells, primary screen, imaging, high-content, MEF GFP-LC3; MEF GFP-LC3 puncta imaging; test concentration mostly 10 µM; calls only at 10 µM (by protocol); 190,000 tested, 0.98% active; AID 463193, 2010;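 active = percentage of spot-positive cells more than 3 SD above its plate mean, without a fluorescence outlier flag or 80% toxicity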;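 note: spot-positive cell cutoff set from DMSO-treated cells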
WT yeast gro inh mutant strain = also measured in WT yeast gro inh; calls as there; inhibition, %; mitochondrial fusion phenotypic screen, mutant strain inhibition
Dynein transport cytoplasmic EGFP = also measured in Dynein transport; calls as there; z-score; measured here: cytoplasmic GR-EGFP intensity; active compounds read high
Dynein transport nuclear GR-EGFP = recorded beside Dynein transport, whose call it bears; z-score; measured here: nuclear GR-EGFP intensity;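 lower value marks the stronger effect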
Dynein transport cell count = recorded beside Dynein transport, whose call it bears; z-score; measured here: cell count per field
bCat nuc transl cell count 5 µM = further read-out of bCat nuc transl, marked with its call; cell count; measured here: cell count, cytotoxicity flag
T cell modulator vesicle-bound % = second read-out of T cell modulator, no call of its own (marks repeat the call); double positive events, %; measured here: CD8+ vesicle-bound cell fraction;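 binding gate set so that unloaded-vesicle control wells show 10% double positive cells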
MT stabilize HCS Hoechst-high % = recorded beside MT stabilize HCS, whose call it bears; % Hoechst-high responders; measured here: nuclear condensation Hoechst responders;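 share of cells brighter than vehicle mean plus two SD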
MT stabilize HCS cytotoxicity % = also measured in MT stabilize HCS; calls as there; toxicity, %; measured here: cytotoxicity by cell density;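 0% = mean cell density of plate MIN control wells and 100% = no cells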
Autophagy HCS cell loss 18 h = also measured in Autophagy HCS; calls as there; toxicity, %; measured here: cell loss, nuclei count;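 cell loss after 18 h compound exposure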
The depositor's hits bear a star; i = inactive; · = not tested or not shown.

molecule | Dynein transport | Dynein transport cytoplasmic EGFP | Dynein transport nuclear GR-EGFP | Dynein transport cell count | M1AAP inhibition | WT yeast gro inh | WT yeast gro inh mutant strain | MT stabilize HCS | MT stabilize HCS Hoechst-high % | MT stabilize HCS cytotoxicity % | T cell modulator | T cell modulator vesicle-bound % | bCat nuc transl | bCat nuc transl cell count 5 µM | M17LAP inhibition | Yfh1-off respiration | Autophagy HCS | Autophagy HCS cell loss 18 h
O=C(CNc1ccccc1-c1ccccc1)NCc1ccccc1 | -0.66 | -0.21 | -0.52 | 0.54 | 6% | 10 | 15 | 3.0 | 3.0 | 3.4 | i | 40 | -4.2 | 560 | 3% | i | i | -12
CN(C)c1nc(N)nc(Cn2ccnc2)n1 | 1.1 | -0.02 | 0.69 | -0.56 | 17% | -5 | -15 | 2.9 | 1.7 | 6.4 | i | 6 | · | · | -1% | i | i | 2
Cc1ccc(NC(=O)CCC(=O)N/N=C/c2coc3ccccc3c2=O)cc1 | -0.97 | -0.11 | 0.084 | 0.67 | 6% | · | · | · | · | · | i | 31 | 0.8 | 1356 | 9% | i | · | ·
COc1cc2c(cc1OC)C1=C(C#N)CN(CC(=O)O)CN1CC2 | 2.2 | -0.013 | 1.7 | -0.76 | 0% | -1 | 0 | 1.5 | 4.4 | 9.0 | i | 20 | · | · | 13% | · | i | 6
O=C(Cc1ccccc1)N1N=C(c2ccncc2)CC1(O)C(F)(F)F (stereo unspecified) | 0.082 | -0.22 | 0.47 | -0.86 | -3% | · | · | · | · | · | i | 20 | 0.4 | 1378 | -18% | i | · | ·
CCCCN(C(=O)Cc1cccs1)c1nnc(-c2cccnc2)s1 | -0.087 | -0.19 | 0.065 | 0.36 | 6% | -8 | 3 | 2.9 | 2.1 | 2.5 | i | 40 | -0.8 | 1223 | -7% | i | i | -4
Cc1ccc(C(=O)CC2(O)C(=O)N(CCc3ccccc3)c3ccc(Br)cc32)o1 (stereo unspecified) | -0.78 | -0.19 | -0.47 | 2.2 | 6% | 16 | -6 | 2.4 | 1.5 | 8.6 | i | 46 | 0.0 | 1011 | -6% | i | i | 13
O=C(NCc1n[nH]c(=S)n1-c1ccc(F)cc1)c1ccco1 | -0.5 | -0.24 | -0.29 | 1.2 | 10% | -3 | -13 | 2.1 | 2.1 | 7.9 | i | 11 | · | · | -2% | i | i | -4
C#CCOC(=O)c1ccccc1C(=O)n1nnc2ccccc21 | -2.4 | 0.3 | -0.87 | -0.29 | -5% | 3 | 2 | 2.0 | 1.5 | 4.6 | i | 13 | 2.2 | 1436 | 6% | i | · | ·
CC(=O)Nc1ccc(Nc2c([N+](=O)[O-])c(=O)n(-c3ccccc3)c3ccccc23)cc1 | 0.52 | -0.27 | 0.29 | 0.67 | 4% | -6 | -5 | 2.0 | 1.0 | 6.3 | i | 34 | 4.5 | 1022 | 8% | i | i | 22
CN(C[C@H](Cc1ccccc1)N(CCN(CCc1ccccc1)N=O)N=O)N=O | -0.62 | -0.31 | -0.12 | 0.27 | -3% | -9 | 12 | 2.1 | 1.2 | 5.9 | i | 41 | 0.5 | 1166 | 0% | i | i | 9
COc1ccc(C(=O)Nc2c(N)nc(SCC(=O)N3CCC(C)CC3)[nH]c2=O)cc1OC | -0.086 | 0.0065 | 0.021 | -0.12 | -4% | -2 | 12 | 2.8 | 3.2 | 5.8 | i | 29 | -1.2 | 1123 | 7% | i | i | 3
Cc1c(C#N)c(=O)oc2ccc3ccccc3c12 | 0.3 | -0.19 | 0.72 | 0.39 | 5% | 18 | 1 | 2.4 | 2.1 | 0.2 | i | 26 | · | · | -29% | i | i | -31
COc1ccc(NC(=O)CN2CCN(c3ccc(Cl)cc3)CC2)c(OC)c1 | 1.9 | 0.01 | 1.2 | -1.3 | 12% | 21 | 13 | 2.8 | 1.8 | 9.7 | i | 57 | -0.6 | 1368 | 2% | i | i | 9
Cc1[nH]n2c(=O)cc(C(C)(C)C)nc2c1-c1ccccc1 | -0.49 | -0.33 | -0.33 | 0.4 | -8% | 12 | 8 | 3.7 | 1.6 | 7.1 | i | 38 | 0.6 | 1414 | 13% | i | i | -17
CC(=O)c1cn(CC(=O)NCc2ccc3c(c2)OCO3)c2ccccc12 | -1.6 | -0.071 | -0.9 | 0.35 | 8% | -28 | -2 | 3.5 | 1.3 | 6.7 | i | 16 | -0.4 | 1117 | -5% | i | i | 12
NC(=O)NC(=O)COC(=O)c1ccc2c(c1)C(=O)N(Cc1ccccc1)C2=O | 1.8 | -0.21 | 0.66 | -1.8 | 2% | · | · | · | · | · | i | 25 | -2.1 | 1110 | -10% | i | · | ·
N#CCCn1cc(C(=O)Nc2ccc([N+](=O)[O-])cc2)c(-c2cccs2)n1 | -0.67 | -0.26 | 0.17 | 0.7 | 7% | -6 | -11 | 7.7 | 3.1 | 0.2 | i | 16 | -2.1 | 539 | 9% | i | i | 11
Cc1cc([N+](=O)[O-])cc(C)c1OCC(=O)N/N=C/c1ccc(OC(=O)c2ccccc2Br)cc1 | 0.26 | -0.23 | 0.26 | -0.15 | 5% | -5 | 8 | 2.9 | 3.2 | 1.3 | i | 18 | · | · | 16% | i | i | -5
CCOC(=O)c1ccccc1NC(=O)CSc1cccc[n+]1[O-] | -0.51 | -0.066 | -0.95 | -0.33 | 2% | -22 | -31 | 2.3 | 1.6 | 3.4 | i | 61 | -1.8 | 1290 | 8% | i | i | 3
C=CCOC(=O)C1=C(C)NC(=O)NC1c1ccc(OC(=O)c2ccco2)c(OC)c1 (stereo unspecified) | 2.5 | -0.0087 | 2.5 | -2.5 | 4% | 2 | -1 | 5.6 | 3.5 | 1.5 | i | 43 | -1.1 | 1134 | 9% | i | i | -20
COc1ccc(OCc2nnc(NC(=O)Nc3ccccc3F)s2)cc1 | -0.43 | -0.24 | 0.6 | 0.51 | 13% | · | · | · | · | · | i | 19 | -1.0 | 1390 | 7% | i | · | ·
N/C(=N/OC(=O)c1cccc([N+](=O)[O-])c1)c1cccc([N+](=O)[O-])c1 | -0.81 | -0.37 | -0.42 | 0.22 | 2% | 17 | 43 | 7.4 | 1.1 | 4.5 | i | 30 | 0.4 | 1486 | -5% | i | i | -3
COc1ccc(OC)c(Nc2nc(NCCC(C)C)nc(N)c2[N+](=O)[O-])c1 | -0.041 | -0.28 | 0.45 | 0.69 | 5% | · | · | · | · | · | i | 18 | 0.1 | 1276 | -5% | i | · | ·
CC(C)C(=O)N(c1ccc2oc(=O)sc2c1)S(=O)(=O)c1ccccc1 | 0.69 | -0.12 | 0.5 | 0.00066 | -1% | -5 | -6 | 1.9 | 1.8 | 4.6 | i | 7 | 3.3 | 1035 | -6% | i | i | 2
O=c1c2c3c(sc2nc2n1CCCC2)CCCCC3 | -1.1 | -0.38 | -0.53 | 0.75 | 0% | 36 | 52 | 0.7 | 0.9 | 17 | i | 39 | -0.8 | 1185 | 13% | i | i | -15
C=CCn1ccc(=NC=C(C#N)C#N)c2ccccc21 | -0.67 | -0.075 | 0.0049 | 0.55 | 15% | · | · | · | · | · | i | 21 | 0.4 | 1302 | 20% | i | · | ·
O=C(NCc1ccc(Cl)cc1)c1cc(=O)[nH]c2ccc(S(=O)(=O)N3CCOCC3)cc12 | -0.74 | -0.23 | -0.43 | -0.31 | 0% | · | · | · | · | · | i | 45 | -1.8 | 1169 | -11% | i | · | ·
Cc1ccc(-n2c(C)cc(/C([O-])=C(/C(=S)Nc3ccc(F)c(Cl)c3)[n+]3ccccc3)c2C)cc1 | -0.3 | 0.29 | 0.61 | 0.083 | 16% | -4 | -2 | 1.0 | 1.3 | 7.4 | i | 33 | · | · | 0% | i | i | 14
Cc1ccc(/C=C/C2=NN(Cc3ccccc3Cl)C(=O)CC2)cc1 | 4.6 | -0.45 | 2 | 0.17 | 8% | 59* | 30* | 2.2 | 0.3 | 9.8 | i | 51 | 3.0 | 1000 | -4% | i | i | -4
CNC(=O)NC(=O)C(C)OC(=O)c1cc2c(s1)CCCCC2 (stereo unspecified) | -0.02 | -0.22 | -0.21 | -0.14 | -1% | -4 | -7 | 5.9 | 1.9 | 3.3 | i | 43 | -1.5 | 1189 | -3% | · | i | -4
CCOC(=O)N1CCN(C(=O)CN(Cc2ccccc2)S(C)(=O)=O)CC1 | 0.5 | -0.1 | 0.56 | -0.49 | -7% | 16 | 16 | 5.6 | 2.5 | 6.6 | i | 17 | 1.0 | 1051 | 8% | i | i | -5
